TAAR1 antagonist: human TAAR1 antagonists, primary screen, Fluo-8 calcium fluorescence, CHO RD-HGA16 cells; inhibition, % at 3 µM; AID 624466, 2012; Trace amine-associated receptor 1 (Homo sapiens), Q96RJ0; actives 1.5% (n = 360,000); antagonist;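 active = inhibition above a per-plate cutoff, the mean inhibition of test compounds on that plate plus 3 SD, cut at about 49% in these data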;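 also: 0% = DMSO plus EC80 beta-PEA response and 100% = DMSO alone without agonist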
Target sequence (Q96RJ0 whole entry, looked up): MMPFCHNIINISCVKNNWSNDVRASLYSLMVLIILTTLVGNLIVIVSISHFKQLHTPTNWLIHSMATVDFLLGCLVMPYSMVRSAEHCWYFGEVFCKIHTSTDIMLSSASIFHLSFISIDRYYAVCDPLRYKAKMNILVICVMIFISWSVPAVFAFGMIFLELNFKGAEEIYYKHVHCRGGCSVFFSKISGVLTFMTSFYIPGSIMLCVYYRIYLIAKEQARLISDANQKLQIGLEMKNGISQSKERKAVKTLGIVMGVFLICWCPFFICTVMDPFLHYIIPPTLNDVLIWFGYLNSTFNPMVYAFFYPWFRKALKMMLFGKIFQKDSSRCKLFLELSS
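test system = CHO RD-HGA16 cells bearing hTAAR1 | replication = singlicate | controls = DMSO-only wells and EC80 β-PEA-stimulated wells | reagent = EC80 β-phenethylamine stimulus | read-out basis = percent inhibition of PEA-evoked calcium signal, max/basal emission ratio | schedule = seeding 17-24 h prior, 75-min 37 °C, 30-min RT dye loading | signal = kinetic Fluo-8 calcium fluorescence measurement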
CHO parental Ca: ATP-evoked calcium signal inhibitors, parental CHO, primary screen, counter-screen for OX1R antagonist project, cell-based, fluorescence, Fluo-8 calcium dye; actives 0.63% (n = 330,000); inhibition, % at 5.6 µM; parental CHO-K1, ATP-induced calcium, Fluo-8 fluorescence;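 active = inhibition above that plate's mean sample inhibition plus 3 SD, cut at about 26% in these data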;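 also: 0% = ATP-challenged DMSO wells and 100% = DMSO wells without ATP; some compounds past the cut are filed as inactive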
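Test system: untransfected parental CHO cell line; also added: ATP stimulus; dosing: 5.6 µM, single dose; signal: calcium-sensitive Fluo-8 fluorescence; measure: percent inhibition of ATP-evoked calcium rise, normalized to controls; benchmarks: low control ATP plus DMSO, high control DMSO only; replication: one well per compound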
CHO-K1 Ca PAM: nonselective calcium activators in parental CHO-K1 cells, primary screen, counter-screen for M1 PAM project, cell-based, Fluo-8 calcium fluorescence, full deck, 1536-well | ATP EC20; 0% at ATP EC20, 100% at ATP max | AID 602247, 2012 | actives 0.02% (n = 360,000) | activation, % at 3 µM;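 active = activation above the run cutoff, the mean activation of all test compounds plus 3 SD, cut at about 40% in these data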;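 also: peak over basal fluorescence ratio in a 140 s read after ATP addition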
OXTR agonist: human OXTR agonists, primary screen, fluorescence, CHO-OTR cells, Fluo-8 calcium; Fluo-8 calcium fluorescence; normalized: DMSO 0%, oxytocin 100%; actives 0.32% (n = 320,000); AID 2435, 2010; activation, % at 3 µM;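 active = activation above the mean of all tested compounds plus 3 SD, cutoff set per screening run, cut at about 20% in these data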;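 also: peak over basal fluorescence ratio from a 100 s FLIPR kinetic read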
Target sequence (P30559 whole entry, looked up): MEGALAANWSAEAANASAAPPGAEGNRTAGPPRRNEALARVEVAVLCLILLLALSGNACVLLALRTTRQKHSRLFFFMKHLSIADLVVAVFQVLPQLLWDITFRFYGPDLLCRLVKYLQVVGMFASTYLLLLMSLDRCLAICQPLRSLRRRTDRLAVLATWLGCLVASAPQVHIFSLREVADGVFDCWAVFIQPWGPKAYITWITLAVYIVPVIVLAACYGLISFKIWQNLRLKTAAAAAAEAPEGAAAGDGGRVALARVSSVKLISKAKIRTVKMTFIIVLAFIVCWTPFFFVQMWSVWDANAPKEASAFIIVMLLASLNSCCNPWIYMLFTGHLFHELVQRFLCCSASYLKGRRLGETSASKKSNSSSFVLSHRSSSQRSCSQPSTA
CHO-K1 Ca antag: counter-screen for M1 antagonists: effect in parental CHO-K1 cells | AID 602250 | ATP-induced calcium, Fluo-8 fluorescence | inhibition, % at 3 µM | actives 0.6% (n = 360,000);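 active = inhibition above a per-plate cutoff, the plate's mean sample inhibition plus 3 SD, cut at about 24% in these data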;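 also: 0% = DMSO plus EC80 ATP and 100% = DMSO alone without ATP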
M1 ag parental: counter-screen for M1 agonists: effect in parental CHO-K1 cells; actives 0.48% (n = 360,000); Fluo-8 calcium fluorescence; scaled to maximal ATP response, vehicle zero; activation, % at 3 µM; in the data active = activation above about 15%;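 also: untransfected CHO-K1 host cells lacking M1 receptor as counterscreen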
OXTR potentiate: human OXTR potentiators, primary screen, fluorescence, CHO-OTR cells, Fluo-8 calcium. Fluo-8 calcium fluorescence, potentiator mode; 0% = oxytocin EC15, 100% = EC100. activation, % at 3 µM. actives 0.061% (n = 320,000). Oxytocin receptor (Homo sapiens), P30559. AID 2445, 2010;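 active = activation above that plate's cutoff, the mean activation of tested compounds plus 3 SD, cut at about 6.6% in these data, passing the limit was not always enough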;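 also: 100% uses oxytocin at 75 nM as the full agonist control; some results filed as inactive read as strong as hits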
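Assay system: CHO-OTR cells, human receptor / Also added: oxytocin at about EC15, sub-maximal agonist stimulus / Dosing: single dose, 3.0 µM nominal final compound concentration / Incubation: 6 min pre-incubation, 100 s read / Technique: Fluo-8 calcium dye fluorescence / Read-out: % activation vs EC15 and EC100 oxytocin / Benchmarks: EC15 oxytocin low, 75 nM oxytocin high / Replicates: singlicate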
GPR7 antagonist: GPR7 receptor antagonists, primary screen, cell-based, fluorescence, single concentration; AID 1861, 2009; GPR7-expressing cells, fluorescence antagonist assay; Neuropeptides B/W receptor type 1 (Homo sapiens), P48145; actives 1.1% (n = 290,000); inhibition, % at 4.4 µM; in the data active = inhibition above about 16%, passing the limit was not always enough;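 also: cells stimulated with the agonist NPW; 0% = agonist with vehicle and 100% = vehicle without agonist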
Target sequence (P48145 whole entry, looked up): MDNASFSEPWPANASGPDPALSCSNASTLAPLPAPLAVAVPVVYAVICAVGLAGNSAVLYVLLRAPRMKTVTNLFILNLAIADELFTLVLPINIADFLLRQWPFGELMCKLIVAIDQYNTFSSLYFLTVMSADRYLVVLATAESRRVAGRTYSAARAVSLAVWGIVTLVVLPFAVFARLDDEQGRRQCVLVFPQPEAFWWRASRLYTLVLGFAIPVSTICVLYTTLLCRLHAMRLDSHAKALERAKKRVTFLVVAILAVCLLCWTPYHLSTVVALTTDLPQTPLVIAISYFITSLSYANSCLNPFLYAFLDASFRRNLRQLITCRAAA
V1aR counter: agonists of human V1a receptor, primary screen, counter-screen for OXTR agonist project, fluorescence, CHO-V1R cells; activation, % at 3 µM; actives 0.25% (n = 320,000); Fluo-8 calcium fluorescence, agonist mode; 0% DMSO, 100% 3 nM vasopressin; Vasopressin V1a receptor (Homo sapiens), P37288; AID 2797, 2010;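 active = activation above the mean activation of all tested compounds plus 3 SD, per screening run, cut at about 20% in these data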;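 also: signal is peak over basal fluorescence ratio across a 100 second FLIPR read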
* = called active by the depositor; . = not tested or not shown.

Structure	CHO parental Ca	TAAR1 antagonist	CHO-K1 Ca antag	CHO-K1 Ca PAM	OXTR agonist	M1 ag parental	OXTR potentiate	V1aR counter	GPR7 antagonist
O=C(C1COc2ccccc2O1)N1CCN(c2ccccc2F)CC1 (stereo unspecified)	-4	15	19	-11	-0.9	0.3	-9	-0.6	-5
CCOc1ccc(-c2c(C(=O)N/N=C/c3ccoc3)nnn2-c2nonc2N)cc1	-1	-20	-3	4	11	0.3	-13	8.5	-8
CC(C)n1cnc2c(Nc3cccc(Cl)c3)nc(NCCCO)nc21	-23	22	-10	14	-2.0	0.4	-1	-1.6	.
O=C(CN1CCSCC1)N/N=C/c1ccc(F)cc1	-7	.	-8	19	-0.7	0.6	-9	-0.7	0
COc1cccc(-c2cccc(NC(=O)C3CCN(Cc4nccs4)CC3)c2)c1	-22	-23	-11	27	-0.5	1.1	-10	0.4	1
O=C(CN1CCN(c2ccccn2)CC1)Nc1ccc(F)cc1	-8	10	-4	17	0.1	0.3	-9	0.7	-4
COC(=O)C(Cc1ccccc1)NS(=O)(=O)c1ccccc1Br (stereo unspecified)	-17	1	-13	13	-1.1	-0.2	-8	0.1	.
CC(=O)Nc1ccc(SC[C@H](Cc2ccccc2)N2CC[C@@H](C(C)(C)C)CCC2=O)cc1	-35	15	-19	19	2.7	0.5	-4	0.1	.
COc1cccc(CC2(CO)CCN(C(=O)NCCc3ccccc3)CC2)c1	-14	-16	-11	17	2.9	1.7	-8	4.1	-7
Cc1cc(NS(=O)(=O)c2ccccc2)cc(Cl)c1O	1	4	9	-5	1.4	-0.2	-17	2.0	-2
CCn1c(Cc2ccccc2)nnc1SCC(=O)NC1CCCC1	-15	12	2	-9	-0.3	0.2	-2	0.6	-6
O=C(NCc1ccco1)c1cc(C(=O)C2CC2)c[nH]1	-9	4	-4	18	-0.1	0.5	-1	0.2	12
O=C(Cc1c(O)c2ccccc2oc1=O)c1ccc(C(F)(F)F)cc1	-8	-5	1	-18	1.1	0.4	-4	1.2	-7
O=C(NCC(=O)N(CCc1ccccc1)C(C(=O)NC1CCCC1)c1cccnc1)c1ccco1 (stereo unspecified)	-9	.	2	-8	0.1	-0.1	-3	0.5	-9
Cn1c(SCC(=O)Nc2nc3ccccc3s2)nnc1-c1ccccc1	-17	-6	4	6	0.0	0.0	-3	0.9	4
COc1ccc(S(=O)(=O)NNC(=O)Cc2csc(C)n2)cc1[N+](=O)[O-]	-7	2	4	5	1.0	0.3	-4	-1.2	.
Cc1c(NC(=O)c2cc3ccccc3c(=O)s2)c(=O)n(-c2ccccc2)n1C	-3	-12	-6	23	-0.1	0.0	-5	0.1	2
COc1ccc(Nc2cc(C(=O)NC3CCCC3)c3ccccc3n2)c(OC)c1	-22	45	-7	6	-0.9	6.1	-18	1.3	-6
CCOC(=O)C1=C2SCC(=O)N2C(N)=C(C#N)C1	0	2	7	-2	-0.5	0.2	-9	0.8	-6
C=C(C)CSc1cc(C)nc2c(-c3ccccc3)c(C)nn12	-30	-42	-16	24	-2.4	1.5	-6	-0.8	-17
Cc1c2cn[nH]c(=O)c2c(C)n1-c1ccccc1	-11	-11	-1	8	0.4	0.4	-2	0.3	-15
CC1=C(C(=O)Nc2ccccc2C(F)(F)F)C(c2ccc(C)s2)NC(=S)N1 (stereo unspecified)	-27	-6	3	0	0.2	0.7	3	-0.3	-8
COc1ccc2cc(CN(CCCN3CCOCC3)Cc3nnnn3C3CCCCC3)c(=O)[nH]c2c1	-35	-11	-11	13	0.4	-0.1	-7	0.5	2
Cc1cccc(NC(=O)CSCC(=O)NNC(=O)c2ccoc2C)c1	9	-27	14	-24	-0.1	-0.3	-9	0.6	-9
CSCC[C@H](NC(=O)N1CCn2c1nc1ccccc12)C(=O)NCc1ccccc1	-27	-33	-22	30	-0.5	1.1	-2	3.0	5
Cc1noc(C)c1S(=O)(=O)N(C)C[C@H]1OCc2cn(nn2)CCCC(=O)N([C@H](C)CO)C[C@@H]1C	.	-28	3	8	.	3.7	.	.	.
O=C(CSc1ncn[nH]1)OCN1C(=O)c2ccccc2C1=O	-1	7	-4	21	0.9	0.8	-12	-0.7	-3
COc1ccc(/C=C2/C(=O)ON=C2c2ccccc2)cc1OC	8	1	3	1	0.3	0.5	-6	0.8	16
Cc1cc(C)c(C(=O)Cn2cnc3cc([N+](=O)[O-])ccc3c2=O)cc1C	-13	-11	-5	-1	-0.8	1.5	-2	-1.2	11
CCN1C[C@@H]2[C@@H]3C(=O)N(Cc4ccccc4)C(=O)[C@@H]3[C@](CC)(C(=O)OC)N2C1=NC1CCCCC1	-15	-14	-4	-9	.	-0.1	.	.	.

Later entries
Structure	CHO parental Ca	TAAR1 antagonist	CHO-K1 Ca antag	CHO-K1 Ca PAM	OXTR agonist	M1 ag parental	OXTR potentiate	V1aR counter	GPR7 antagonist
CC(CCc1ccccc1)NC(=O)CN1CCN(c2ccccc2)CC1 (stereo unspecified)	-10	6	9	-22	-2.2	0.1	-10	-0.4	-2
CCOC(=O)C1CCN(C(=O)CN2C(=O)NC(C)(c3ccc4cc(OC)ccc4c3)C2=O)CC1 (stereo unspecified)	-15	-34	-13	6	2.0	1.4	-1	3.4	.
Cc1ccc(N(C(=O)C2CCC(=O)N2)C2(C(=O)NC3CCCC3)CCCCC2)cc1 (stereo unspecified)	-14	6	-16	11	-0.6	0.5	-7	-0.3	-1
Cc1c(S(=O)(=O)N2CCN(c3cccc(C(F)(F)F)c3)CC2)c(=O)n(C)c(=O)n1C	1	-6	-16	27	-0.4	0.6	1	-0.1	9
O=C(O)[C@]1(S(=O)(=O)c2ccccc2)C[C@@H]2ON=C(c3cccc(Br)c3)[C@@H]2C1	-16	-1	-11	12	-0.4	0.5	4	0.8	0
Cc1ccc(C)c(NC(=O)C2CC(=O)N(C3CCCCC3)C2)c1 (stereo unspecified)	-6	-6	-22	0	1.1	2.8	-5	0.2	10
COc1ccccc1NC(=O)COC(=O)c1ccccc1C(=O)N1CCN(c2ccccc2)CC1	-15	2	-14	14	0.0	5.5	-12	9.7	5
CC1CCCC(C)N1C(=O)COC(=O)c1ccc(Br)c(S(=O)(=O)N2CCOCC2)c1 (stereo unspecified)	-6	3	-10	5	2.4	2.6	-9	3.0	.
CCCCc1nc(S(=O)(=O)c2ccc(Cl)cc2)c(N2CCOCC2)o1	-12	6	-6	13	0.0	-0.2	-8	0.2	1
COc1cc(C(=O)Nc2cccc3ncccc23)cc(OC)c1OC	-14	-14	-17	16	0.1	0.4	-7	1.2	-6
O=C(O)CSc1c2c(nc3cc(C(=O)NCCN4CCOCC4)ccc13)CCC2	-10	-18	.	.	0.0	.	-1	-0.3	-7
CCOc1cc(C=O)ccc1OCCSc1ccc(Cl)cc1	-19	34	-22	7	-1.1	0.2	-3	0.2	-9
Cc1ccc(OCC(=O)NCCCNC(=O)c2ccco2)cc1C	-7	2	1	-12	1.0	3.3	-5	1.7	-7
COCCN(C(=O)COC(=O)CCn1c(C)csc1=O)c1c(N)n(Cc2ccccc2)c(=O)[nH]c1=O	6	-15	-5	-12	1.3	0.3	-4	0.5	.
CCCC(=O)c1ccc2c(c1)OCCO2	17	-1	6	0	-1.0	-0.4	-8	3.6	0
COc1ccc(CCN(C)C(=O)c2oc3ccccc3c2C)cc1OC	-16	6	0	11	-1.9	1.1	-5	-0.3	.
CCn1c(SCC(=O)Nc2cccc(OC)c2)nc2ccccc2c1=O	.	5	-3	8	.	0.3	.	.	-5
CCc1cc(-c2nnn(-c3cc(C(C)C)ccc3C)c2CC)ccc1-c1cn(CCc2c[nH]c3ccccc23)nn1	.	7	-10	12	.	0.9	.	.	.
CCN1C(=O)[C@@H]2Cc3c([nH]c4ccccc34)C(c3cc(OC)c(OC)c(OC)c3)N2C1=S (stereo partly specified)	-12	9	3	-1	2.5	0.8	0	1.4	27
O=C(Oc1ccc(/C=N/n2cnnc2)cc1)c1cccc([N+](=O)[O-])c1	10	28	6	-6	8.9	-0.1	-25	2.4	-8
COC(=O)c1cc(N=Nc2sc(N)nc2C)cc(C(=O)OC)c1	-2	-8	-22	23	-0.1	0.1	2	0.4	-5
S=c1[nH]nc(-c2ccc(Cl)cc2)n1/N=C/c1cccs1	11	-18	4	-9	-2.4	-0.1	-1	-0.5	-11
CC(=O)Oc1ccc(/C=c2\sc3ncnn3c2=O)cc1	-9	16	-2	5	1.7	0.2	1	0.6	-14
CCOc1ccc(S(=O)(=O)NCCC(=O)NCC2(N3CCCCC3)CCCCC2)cc1	-15	-15	-3	12	-1.4	-0.6	5	-0.9	2
CCCCN1C(=O)C(=O)N(CC(=O)c2ccc3c(c2)OCO3)C1=O	-4	-2	-4	15	-0.8	0.6	-3	1.6	.
Cc1cccc(C(=O)NCCCN(C)CCCNC(=O)c2cccc(C)c2)c1	-18	-13	5	-5	-1.8	-0.3	2	-0.7	-10
CCOC(=O)c1cnc(N2CCN(c3ccccc3)CC2)[nH]c1=O	.	-1	-11	9	.	0.2	.	.	2
Cc1cc(OCCN2CCOCC2)ccc1C(C)C	-12	-18	-12	12	0.3	0.8	-9	0.5	-4
CCOc1ccccc1N1CC(C(=O)N2CCc3ccccc32)CC1=O (stereo unspecified)	-11	-5	3	19	0.4	2.3	-13	0.6	-10
CC(=O)Nc1ccc2cnn(C(C)=O)c2c1	.	-9	-2	16	.	0.5	.	.	.

Additional compounds
Structure	CHO parental Ca	TAAR1 antagonist	CHO-K1 Ca antag	CHO-K1 Ca PAM	OXTR agonist	M1 ag parental	OXTR potentiate	V1aR counter	GPR7 antagonist
Cc1ccsc1C(=O)N1CCC1(C)C(=O)NS(=O)(=O)c1ccc(Br)cc1 (stereo unspecified)	.	-9	-7	2	.	0.1	.	.	.
CCCn1nc(Oc2nc(NCC)nc(NCC)n2)ccc1=O	11	9	-1	18	-0.1	0.3	-4	-0.1	-8
O=C1[C@@H]2C(c3ccccc3Cl)=NO[C@@H]2C(=O)N1Cc1ccccc1	-18	9	8	5	-1.6	1.7	-17	0.3	-5
CCn1c(-c2ccco2)n[nH]c1=S	7	1	-5	15	-0.7	0.4	-4	-0.9	1
